Bioassay records (PubChem)
GLP1R inv ag – GLP-1 receptor (human) inverse agonism; hit rate 1.6% among 410,000; Potency, µM (titrated, usually from 38.3 µM), for the others: at the highest dose activity change, negative = inhibition, usual class: inhibitors; P43220; HEK293 GLP-1R CRE-luciferase, luminescence, 24 h; GLP-1R form is constitutively active; note: potency is the fitted concentration of half-maximal effect; % is set by controls: 0 for no effect and ±100 for the full control effect; nearly all actives have a fitted effect of over 55% in size
Target sequence (P43220 whole entry, looked up): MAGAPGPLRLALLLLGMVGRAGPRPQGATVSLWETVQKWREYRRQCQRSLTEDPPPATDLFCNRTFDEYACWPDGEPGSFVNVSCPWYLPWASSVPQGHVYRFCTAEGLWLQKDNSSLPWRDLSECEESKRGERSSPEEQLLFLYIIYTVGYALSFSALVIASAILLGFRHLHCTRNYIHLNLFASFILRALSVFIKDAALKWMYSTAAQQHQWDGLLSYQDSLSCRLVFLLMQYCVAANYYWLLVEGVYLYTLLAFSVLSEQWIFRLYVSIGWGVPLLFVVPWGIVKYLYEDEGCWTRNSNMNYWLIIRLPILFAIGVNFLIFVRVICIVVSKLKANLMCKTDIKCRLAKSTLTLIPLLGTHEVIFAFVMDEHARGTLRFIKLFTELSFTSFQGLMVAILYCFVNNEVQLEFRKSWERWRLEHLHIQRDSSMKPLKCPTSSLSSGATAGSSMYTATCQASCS
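Stable HEK293 clone (constitutively active GLP-1R + cAMP-response luciferase); 200 cells/uL plated, 12 h pre-culture, compound 24 hr, 37 deg C/5% CO2; detection reagent 12 min RT; luminescence.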
GLP1R ag – activates the human GLP-1 receptor; Potency, µM (top dose mostly 45.6 µM), inactives show at the highest dose activation, hits mostly activators; AID 624172; hit rate 0.007% among 380,000; HEK293 GLP-1R CRE-luciferase, luminescence, 4-6 h; cells express a hypersensitive GLP-1R form; note: potency is the fitted concentration of half-maximal effect; % of control where 0% means no effect
IL2 activator – activates IL-2 in a cell-based reporter assay; IL-2 activation reporter assay, cell-based qHTS; stimulated with anti-CD3/CD4/CD28 beads; in transgenic mouse T cells; activation, % (series mostly up to about 46 µM); hit rate 0.065% among 360,000; AID 652025; in the data active = activation above about 50%; inconclusive = mostly about 30% to 49%; note: 0% is about no effect
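EGFP and DsRed fluorescence is measured by plate cytometry in unstimulated transgenic mouse T cells exposed to compound for 60 minutes, then stimulated 18 hours at 37 degrees C with anti-CD3/anti-CD4 beads plus anti-CD28.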
D3 antag – D3 dopamine receptor (human) antagonism; P35462; D3R cells, DiscoveRx beta-arrestin luminescence, antagonist mode; active compounds read low; max response, negative = inhibition, %; hit rate 2.5% among 360,000; AID 652054; in the data active = max response below about -50%; inconclusive = no clear call, values can overlap the other calls; note: % is set by controls: 0 for no effect and ±100 for the full control effect; mostly tested at two doses, the higher about 12 µM
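Cells expressing the human receptor were seeded at 1500 cells/well, incubated overnight at 37 degrees C in 5% CO2, then exposed to library compounds with dopamine controls for 90 minutes at 37 degrees C before luminescent detection.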
DRD3 agonist – agonists of human D3 dopamine receptor; D3R DiscoveRx beta-arrestin cells, luminescence, 90 min; hit rate 0.58% among 410,000; P35462; max activation, %; in the data active = max activation above about 30%; note: 0% is about no effect; mostly tested at two doses, the higher about 12 µM
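Agonist-mode cell screen: cells plated at 1500/well and incubated overnight at 37 °C, then exposed to library compounds for 90 min at 37 °C. Detection reagent was added for 30–60 min at room temperature, and luminescence was read.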
PI5P4Ka inh – PI5P4K alpha (human) kinase inhibition | PI5P4Kalpha enzyme, ADP-Glo luminescence, 60 min; active compounds read low | max response, % | hit rate 1.2% among 330,000; active = max response of -50% or lower; inconclusive = between -30% and -50%; inactive = -30% or higher; note: value at the top dose of about 77 µM; % is set by controls: 0 for no effect and ±100 for the full control effect
Target sequence (P48426 whole entry, looked up): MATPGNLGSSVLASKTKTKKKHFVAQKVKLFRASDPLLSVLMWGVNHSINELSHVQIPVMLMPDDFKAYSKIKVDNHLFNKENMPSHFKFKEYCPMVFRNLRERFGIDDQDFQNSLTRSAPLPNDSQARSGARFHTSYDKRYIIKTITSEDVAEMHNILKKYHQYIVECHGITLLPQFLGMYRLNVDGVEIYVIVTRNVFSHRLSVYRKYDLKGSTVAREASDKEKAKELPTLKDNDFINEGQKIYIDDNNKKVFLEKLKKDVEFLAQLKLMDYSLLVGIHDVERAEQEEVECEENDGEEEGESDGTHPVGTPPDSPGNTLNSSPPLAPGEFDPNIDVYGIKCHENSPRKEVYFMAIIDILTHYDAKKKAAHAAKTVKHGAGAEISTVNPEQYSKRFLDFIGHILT
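Compounds were pin-transferred onto PI5P4Kalpha and substrate in HEPES pH 7.4 buffer with EGTA, CHAPS and 5% DMSO. ATP (5 microM final) started the reaction, which ran 60 minutes at room temperature before ADP-Glo detection.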
PLK1 PBD block – blocks phosphopeptide binding to human PLK1 polo-box domain. AID 720504. Plk1 PBD binding of FITC phosphopeptide, fluorescence polarization. Potency, µM, for the others: max response, negative = inhibition, actives largely listed as inhibitors. hit rate 2.8% among 360,000. P53350; note: potency is the fitted concentration of half-maximal effect; series mostly up to about 57 µM; % is set by controls: 0 for no effect and ±100 for the full control effect; nearly all actives have a fitted effect of over 65% in size
HEK293 tox – cytotoxicity counter-screen for GLP-1 receptor inverse agonists; HEK293 cAMP-luciferase reporter cells, luminescence, 24 h; AID 624418; hit rate 0.13% among 410,000; Potency, µM (doses to about 38.3 µM), for the others: at the highest dose activity change, negative = inhibition, hits mostly inhibitors;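 note: loss of luciferase light is scored as toxicity; potency is the fitted concentration of half-maximal effect; % is set by controls: 0 for no effect and ±100 for the full control effect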
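A 23 nL compound transfer followed 12 hours of cell culture at 37 deg C; exposure then lasted 24 hr. Luciferase assay detection reagent was dispensed and plates read for luminescence after a 12 min room-temperature wait.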
WRN inhibitor – blocks human WRN helicase | hit rate 0.46% among 360,000 | Potency, µM (doses to about 114 µM), for the others: at the highest dose activity change, negative = inhibition, usual class: inhibitors | WRN helicase unwinding, fluorescent forked duplex, kinetic | Q14191 | AID 651768; note: potency is the fitted concentration of half-maximal effect; % is set by controls: 0 for no effect and ±100 for the full control effect; nearly all actives have a fitted effect of over 55% in size
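Enzyme (20 nM final) and test compound sit together 15 min at room temperature before substrate addition. Substrate is a single-forked duplex oligonucleotide (100 nM) labelled with fluorophore and quencher, with 2 mM ATP; helicase unwinding raises red fluorescence, read kinetically.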
* = called active by the depositor; ? = inconclusive; . = not tested or not shown; [ ] = dose if it differs, or a comment. Unless noted, calls come from the whole dose curve; as a rule, active = well fitted curve in the direction sought with a large enough effect; inconclusive = small, poorly fitted or top-dose-only effect, or another doubt; inactive = no such curve, though single readings can be large; an effect the other way counts as inactive or inconclusive.

structure,PI5P4Ka inh,IL2 activator,GLP1R ag,D3 antag,PLK1 PBD block,HEK293 tox,DRD3 agonist,GLP1R inv ag,WRN inhibitor
COc1ccc(S(=O)(=O)N2CCCCC2)cc1C(C)C,12,0.0,7%,42,-3%,-7%,1,?,-11%
CCC(NCc1cccnc1)c1ccc(OC)c(OC)c1 (stereo not drawn),-4,1.1,2%,1,2%,4%,-13,7%,-2%
CC(C)(C)NC(=O)C(c1cccs1)N(Cc1ccco1)C(=O)c1csnn1 (stereo not drawn),5,-1.1,1%,0,-5%,-9%,-1,13%,-3%
CCOC(=O)CSC(CC)C(=O)Nc1nnc(CC)s1 (stereo not drawn),3,-1.3,-4%,0,0%,-5%,-8,-4%,5%
CCCCC[C@@H](C)N1C[C@@H](COCc2ccccc2)Oc2cc(N3CCC[C@H]3COC)ccc2S1(=O)=O,6,-1.0,11%,6,0%,-1%,-4,?,4%
COc1ccc(Cl)cc1N(C)C(=O)c1cc2c(=O)oc3ccc(C)cc3c2s1,.,.,-1%,.,.,4%,5,1%,.
COc1cc2c(-c3ccc4c(c3)OCO4)c(-c3ccsc3)oc(=O)c2cc1OC,-3,-0.3,14%,52,-14%,2%,30*,9%,-5%
COCCCN1C(=O)C(CC(=O)NCc2cccc3ccccc23)CC(C(=O)N2CCOCC2)=C1C (stereo not drawn),5,0.0,12%,?,-7%,1%,-5,22%,-5%
COCCCNC(=O)C1=CCN(S(=O)(=O)c2ccc(C)cc2)CC1,1,-1.9,-1%,2,-2%,0%,11,14%,14%
Cc1cccc(CNC(=O)CN2CC(C)Sc3ccccc32)c1 (stereo not drawn),.,.,7%,.,.,-16%,5,-32%,.
O=C(NCc1ccccc1Cl)C1CCN(S(=O)(=O)N2CCCCCC2)CC1,.,-3.1,-3%,-23,-11%,1%,-6,0%,7%
CC1CCC(NC(=O)Cn2ncc3ccccc32)CC1 (stereo not drawn),3,0.3,-1%,8,-15%,?,3,-14%,0%
O=C(NC1=NCCS1)c1cc(-c2cccc(Br)c2)nc2ccccc12,24,0.2,1%,18,-6%,1%,-5,?,-15%
CN(CCOc1ccccc1)C(=O)C1CCC(=O)N(CCc2ccc(Cl)cc2)C1 (stereo not drawn),4,-1.5,1%,5,4%,-14%,-24,-25%,-13%
O=C(NN1CCN(Cc2ccccc2)CC1)c1ccc(N2CCOCC2)c([N+](=O)[O-])c1,1,0.3,7%,-10,1%,1%,-14,54%[activator],-2%
CC(C)Sc1oc(-c2ccco2)nc1S(=O)(=O)c1ccccc1,.,-1.3,11%,7,-16%,3%,12,-1%,-21%[57.1 µM]
COc1cc(C(=O)NCCCNc2nc3c(C)cc(C)cc3cc2C#N)cc(OC)c1OC,2,-3.4,34%,17,0%,107%[activator],17,?,-4%
CC(C)c1ccc(NC2CCCN(C(=O)CCCn3cncn3)C2)cc1 (stereo not drawn),9,3.5,-9%,10,-4%,16%,6,-17%,-26%
Cc1cc(NC(=O)CC(C)C)cc(-c2nc3ncccc3o2)c1O,.,.,1%,.,.,-3%,4,-8%,.
Cc1onc(-c2ccccc2Cl)c1C(=O)Nc1cccc(S(=O)(=O)NC2=NCCC2)c1,-3,0.8,10%,0,-1%,-12%,4,2%,-7%
COc1ccc(C(=O)c2coc3ccc(OC(C)=O)cc23)cc1,2,-4.4,0%,-23,-5%,13%,-10,?,-5%
Nc1nnc(-c2cc3ccccc3oc2=O)s1,1,0.6,20%,23,-6%,292%[activator],-8,57%[activator],-36%
CSc1nc(SCC(=O)O)c2c3c(sc2n1)COC(C)(C)C3,4,0.4,-1%,-1,0%,-1%,-10,22%,-1%
Cc1cc(C)n(CC(=O)c2ccc(Cl)cc2)n1,3,-0.3,-1%,15,-5%,2%[7.66 µM],1,-1%[7.66 µM],-9%
Cc1ccc(/C=C2/Sc3ccccc3N(CC(=O)NCCCOC(C)C)C2=O)cc1,0,-1.4,1%,12,-2%,?,1,?,6%
COc1ccccc1N1CCN(C(=O)Cn2nnc(-c3cccs3)n2)CC1,.,-0.1,1%,-25,-4%,-19%,-11,-1%,-6%[57.1 µM]
Cc1ccc(OCCOc2ccc(Cl)cc2Cl)c([N+](=O)[O-])n1,2,-0.5,31%,13,2%,-13%,-2,?,-8%
CSC1=NCCN1C(=O)c1c(F)cccc1F,-8,1.4,5%,-4,-1%,-2%,0,51%[activator],-4%
C=CCN1C(=O)/C(=C\c2cccc(OC(=O)c3ccco3)c2)SC1=S,-2,0.0,10%,13,1%,0%,5,-7%,3%
CCn1c(=O)n(C)c2c(=O)n(C)c(=O)n(C)c21,0,0.2,1%,14,-8%,8%,29,5%,2%
CC(C)(C)OC(=O)N1CCC(C(=O)Nc2ccc(C(=O)NCCc3ccccc3)cc2)CC1,1,-0.4,4%,8,-11%,6%,-6,-19%,-3%
COc1cccc(Cn2cnc(-c3ccccc3OC)c2-c2cccnc2)c1,-17,-0.6,16%,0,-13%,19%,-11,15%,-5%
Cc1cc(NC(=O)C2C3C(=O)N(c4cccnc4)C(C(=O)NC(C)(C)C)C34C=CC2(C)O4)no1 (stereo not drawn),-8,0.3,1%,1,-2%,5%,1,15%,2%
CCN(CC)S(=O)(=O)c1ccc2c(c1)N(CC(=O)NCc1ccco1)C(=O)CO2,-5,-2.3,13%,11,-2%,-2%,1,-9%,-3%
CC(=O)c1ccc(NS(=O)(=O)c2ccc(C(C)(C)C)cc2)cc1,1,-0.4,4%,-13,-11%,4%,8,3%,-7%
CC(C)N(C(=O)c1cc2c(Cl)nc3ccccc3c2s1)C1CCCCC1,.,.,-1%,.,.,-9%,6,-10%,.
O=C(CSc1cccc[n+]1[O-])NC1CCCCC1,-2,-0.6,-6%,1,-14%,37%[activator],1,7%,-11%
COc1ccc(S(=O)(=O)N(C)CC(=O)NC2CC2)cc1,.,-0.6,-7%,-29,-5%,-12%,2,0%,1%
COc1ccccc1-c1nnc(SCC(=O)Nc2ccc(S(N)(=O)=O)cc2)n1N,-2,-0.4,1%,20,4%,4%,-18,13%,-7%
COc1ccc(N/C(=N\c2nc(C)cc(C)n2)NC(=O)C(C)C)cc1OC,5,0.2,2%,-65*,-23%,-9%,-1,14%,-1%
COc1cccc(-c2nc(Cc3ccc(OC)c(OC)c3)no2)c1,.,-1.5,16%,21,-2%,-8%,8,53%[activator],-12%
CCOc1ncccc1C(=O)OCc1c(Cl)cccc1Cl,1,0.1,27%,-12,-15%,12%,2,27%,-16%
Cc1ccc(S(=O)(=O)N(C)c2nc3ccccc3[nH]c2=S)cc1,-3,1.0,2%,2,11µM*,3%,-16,36%,-1%
Cc1nn2c(N3CCN(C4CCCC4)CC3)cc(C(C)(C)C)nc2c1-c1ccccc1,.,4.7,-6%,-14,-7%,14%,-13,5%,8%
O=c1[nH]nc(SCc2cc(Cl)ccc2Cl)c(=O)[nH]1,3,-2.7,0%,9,-8%,14%,18,-10%,4%
CN(C)Cc1cnc2ccc(Cl)cn12,.,3.0,-9%,4,-2%,1%,1,7%,2%
COc1ccc(S(=O)(=O)N2CCC(C(=O)NCc3ccccn3)CC2)cc1Cl,-5,0.1,5%,-24,-2%,-1%,-5,5%,10%
Cc1ccc(NC(=O)CN(C)S(=O)(=O)c2cccs2)cc1C,.,-1.7,11%,-4,-1%,12%,4,9%,-8%
CC(C)OC(=O)Nc1ccc2c(c1)N(C(=O)CCN(C)C)c1ccccc1CC2,2,0.3,-1%,-6,-9%,-14%,2,-6%,5%
Cc1ccc(Sc2ccc(N)cc2C#N)cc1,1,0.4,-1%,45,-2%,4%,-1,0%,-11%
Cc1cccc(NC(=O)c2ccc3nc(N4CCOCC4)sc3c2)c1C,0,-3.4,15%,0,0%,5%,0,13%,-12%
Cc1nc2oc3ccccc3c(=O)c2c(=O)n1Cc1ccccc1,10,0.0,2%,13,-3%,-6%,1,0%,-6%
CCOC(=O)C1=C(COC(=O)COc2ccccc2OCC)NC(=O)NC1C (stereo not drawn),-4,0.7,9%,-14,-6%,20%,-5,-11%,-16%
COc1ccc(NC(=O)N[C@@H](Cc2ccccc2)C(=O)NN)cc1,6,0.7,-23%,4,?,-7%,5,-2%,-17%
Cc1ccc(S(=O)(=O)N2CCN(C(=O)c3ccccc3OCc3c(C)noc3C)CC2)cc1C,-5,-1.3,15%,12,-2%,?,14,-32%,-2%
C=C(C)CNC(=S)N/N=C(\C)c1ccc(Cl)s1,4,-0.5,2%,1,-1%,?,-32,?,-5%
Nc1c(Br)c(=O)[nH]c(=O)n1-c1ccccc1,-3,-1.0,-3%,5,1%,5%,0,16%,4%
CCOC(=O)C1C2C=CC3(CN(Cc4ccco4)C(=O)C13)O2 (stereo not drawn),-11,2.2,-9%,8,-5%,-5%,1,7%,-3%
COc1ccc(NC(=O)N2CCCC2C(=O)NCc2ccccc2Cl)cc1 (stereo not drawn),-2,0.5,4%,15,-5%,14%,-7,9%,-22%
CCCC(c1nnnn1CCc1ccccc1)N1CCC(C(N)=O)CC1 (stereo not drawn),1,-1.5,-2%,0,-3%,24%,0,2%,4%

Compound profiles, as listed above. Values in the order: PI5P4Ka inh	IL2 activator	GLP1R ag	D3 antag	PLK1 PBD block	HEK293 tox	DRD3 agonist	GLP1R inv ag	WRN inhibitor
C=C(C)CNC(=S)N/N=C(\C)c1ccc(Cl)s1 as listed: 4	-0.5	2%	1	-1%	?	-32	?	-5%
Cc1ccc(NC(=O)CN(C)S(=O)(=O)c2cccs2)cc1C as listed: .	-1.7	11%	-4	-1%	12%	4	9%	-8%

Compounds as they come (roughly 7.8% active in at least one column).
